# High-throughput results deposited in PubChem BioAssay by several laboratories.
# FBA Mtb inh: inhibitors of M. tuberculosis fructose-bisphosphate aldolase; P9WQA3; purified M. tuberculosis FBA, fluorescence read-out; inhibition, % at 1 µM; 2.3% of 360,000 active; AID 588726; in the data active = inhibition above about 27%;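 note: 0% = vehicle and 100% = reference inhibitor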
# Target sequence (P9WQA3 whole entry, looked up): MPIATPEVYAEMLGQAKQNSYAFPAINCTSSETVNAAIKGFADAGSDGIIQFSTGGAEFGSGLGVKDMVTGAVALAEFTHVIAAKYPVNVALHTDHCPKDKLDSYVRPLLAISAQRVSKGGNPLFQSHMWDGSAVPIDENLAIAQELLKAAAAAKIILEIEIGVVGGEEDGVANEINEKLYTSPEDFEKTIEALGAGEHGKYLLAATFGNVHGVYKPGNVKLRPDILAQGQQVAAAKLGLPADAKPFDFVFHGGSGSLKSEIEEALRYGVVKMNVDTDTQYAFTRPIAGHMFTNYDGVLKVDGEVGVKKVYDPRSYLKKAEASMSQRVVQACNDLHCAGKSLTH
# FadD28 binding: inhibitors of Mycobacterium tuberculosis FadD28 bisubstrate binding; FadD28 bisubstrate probe binding, fluorescence polarization; inhibition, % at 12.5 µM; 0.22% of 360,000 active; AID 588549; in the data active = inhibition above about 8.5%, passing the limit was not always enough; inconclusive = no clear call, values can overlap the other calls
# BoNT-F LC inh: inhibitors of Botulinum neurotoxin F light chain protease. Multiplex microsphere protease cleavage assay, flow cytometry. inhibition, % at 10 µM. 0.22% of 360,000 active. AID 588497; in the data active = inhibition above about 35%, passing the limit was not always enough; inconclusive = no clear call, values can overlap the other calls; note: plate controls were buffer without enzyme for full effect and enzyme alone for no effect
# BoNT A protease: blocks Botulinum neurotoxin A light chain protease. multiplex microsphere protease substrate cleavage, flow cytometry. 0.17% of 360,000 active. inhibition, % at 10 µM; in the data active = inhibition above about 30%; inconclusive = no clear call, values can overlap the other calls; note: plate controls were buffer without enzyme for full effect and enzyme alone for no effect
# PrPC surface inh: cell surface PrPC inhibition, primary TR-FRET screen; P04156; TR-FRET read-out; inhibition, % at 13.8 µM; 0.43% of 370,000 active; in the data active = inhibition above about 24%; note: 0% = median of the test wells and 100% = reference compound wells
# Mtb UGM inh: blocks M. tuberculosis UGM enzyme | P9WIQ1 | purified UGM, fluorescence polarization probe displacement | inhibition, % at 10 µM | 0.06% of 320,000 active; in the data active = inhibition above about 10%, passing the limit was not always enough; inconclusive = no clear call, values can overlap the other calls
# Target sequence (P9WIQ1 whole entry, looked up): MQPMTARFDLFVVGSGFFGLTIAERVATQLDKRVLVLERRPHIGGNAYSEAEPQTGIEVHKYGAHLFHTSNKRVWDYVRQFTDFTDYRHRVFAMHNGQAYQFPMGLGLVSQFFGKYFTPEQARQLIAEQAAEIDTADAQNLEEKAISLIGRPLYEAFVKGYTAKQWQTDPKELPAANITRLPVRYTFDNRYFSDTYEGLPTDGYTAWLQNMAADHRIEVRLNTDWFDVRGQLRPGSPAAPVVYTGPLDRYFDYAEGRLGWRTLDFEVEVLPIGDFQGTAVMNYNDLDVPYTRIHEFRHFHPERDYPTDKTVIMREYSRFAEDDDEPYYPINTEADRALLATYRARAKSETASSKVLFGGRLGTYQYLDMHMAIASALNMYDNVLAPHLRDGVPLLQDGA
# CCHF vOTU inh: blocks the CCHF virus ovarian tumor domain protease; CCHFV vOTU protease, Pep-AMC fluorescence; inhibition, % at 11.5 µM; 0.55% of 370,000 active; AID 651958; note: 0% = vehicle wells with enzyme and 100% = no enzyme wells
# GDH-TPI inh: counter-screen for M. tuberculosis FBA inhibitors: GDH-TPI coupled enzymes. AID 588335. 1.2% of 360,000 active. GDH-TPI coupled enzyme counterscreen, NADH absorbance. inhibition, % at 4.8 µM;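 note: 0% = DMSO wells and 100% = wells lacking the enzyme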
# BioA inh: inhibitors of Mycobacterium tuberculosis BioA enzyme. AID 602481. purified M. tuberculosis BioA enzyme, plate reader. 0.096% of 360,000 active. inhibition, % at 9.99 µM; in the data active = inhibition above about 40%; inconclusive = no clear call, values can overlap the other calls
# Numbers without * were called inactive; ? = inconclusive; . = no result given. Cut-off read from the data, not from the text of the source, unless noted: active = inhibition above about 30%; inactive = the rest.
SMILES,FBA Mtb inh,FadD28 binding,BoNT-F LC inh,BoNT A protease,PrPC surface inh,Mtb UGM inh,CCHF vOTU inh,GDH-TPI inh,BioA inh
O=C1CC(c2ccsc2)Sc2ccccc2N1 (configuration not stated),1,-4.1,?,0.3,-2,-0.7,6,-1,-0.7
COc1ccc(Cl)cc1N=Cc1c(O)n(C)c(=O)n(C)c1=O,1,-2.9,0,2.6,-8,0.5,-7,8,.
COC(=O)c1ccc(COC(=O)CCC(=O)c2cccs2)cc1,1,-1.2,-2,-0.2,2,0.1,-3,-3,.
CC1CC(C)(C)NC(=S)N1CC(=O)NCc1ccc(F)cc1 (configuration not stated),5,0.5,2,-0.1,-6,-0.8,-12,7,.
COc1ccccc1C1(CC(=O)N2CCOCC2)CCOC(C(C)C)C1 (configuration not stated),-3,-0.2,-11,0.1,1,1.3,-10,10,0.2
CCC1CCCCN1C(=O)CSc1nc2c(c(=O)n1C)SC(C)C2 (configuration not stated),-2,-1.5,0,-0.9,5,2.7,0,7,7.8
COc1ccc(/C=C(/C#N)C(=O)Nc2cccc([N+](=O)[O-])c2)cc1C(=O)O,-1,2.5,-7,-0.8,-9,0.7,14,15,2.2
CCCCN(Cc1cc2ccccc2[nH]c1=O)C(=O)c1ccccn1,2,-0.2,2,0.5,10,1.6,21,-1,.
O=C(NCc1cccnc1)Nc1ccc([N+](=O)[O-])cc1,0,-0.4,-2,2.7,-15,-1.4,-2,17,0.8
O=[N+]([O-])c1cccc(S(=O)(=O)Nc2ccccn2)c1,-2,-1.7,4,0.1,-10,.,11,7,-1.5
O=C(c1ccc(Cl)cc1)N1CCN(c2ccnc3cc(Cl)ccc23)CC1,-4,-7.7,-2,-0.4,7,.,5,-3,.
COc1cc2cnc(-c3ccccc3)c(-c3ccc([N+](=O)[O-])cc3)c2cc1OC,5,0.0,-4,0.0,-12,-1.2,3,19,-0.6
O=C(O)C1=C(OCc2ccc(F)c(F)c2)C(=O)NCC1,3,0.6,-1,-0.7,-1,-1.3,-4,-2,.
COc1ccc(C(=O)C2CCCN(Cc3cnc(N4CCCC4)s3)C2)cc1OC (configuration not stated),1,-1.1,-1,0.1,-16,-2.3,6,6,.
CSc1nnc(-c2ccc(C(F)(F)F)cn2)o1,8,-1.0,9,0.9,-3,-0.2,-7,9,-0.3
CN(C)S(=O)(=O)c1cccc(NC(=O)CSc2nc3ccccc3[nH]2)c1,2,2.2,21,2.6,-1,2.3,15,6,.
CN(C)c1ccc(C(C[N+](=O)[O-])c2c(N)n(C)c(=O)n(C)c2=O)c(F)c1C#N (configuration not stated),3,0.8,1,0.3,-11,1.0,4,12,1.6
O=C(CCNC(=O)c1ccccc1Cl)Nc1nnc(C2CC2)s1,0,-0.4,-2,0.5,-3,-1.0,10,-2,.
Cn1c(=O)cc(OCC(=O)NCCC2=CCCCC2)c2ccccc21,-1,-2.1,1,-0.5,3,1.9,-9,-8,.
CC(=O)Nc1ccc(Oc2ccccc2)cc1,0,-4.2,-5,-2.0,2,0.8,-1,-13,1.0
O=C(CNS(=O)(=O)c1ccccc1)Nc1ccc(C(F)(F)F)cc1,2,2.7,-4,-0.2,1,2.3,-1,-2,-1.6
O=C(O)c1[nH]nc2c1COc1ccccc1-2,12,-1.2,-12,0.3,4,-0.6,7,3,0.0
O=S(=O)(N/N=C1\CC(c2ccccc2)Oc2ccccc21)c1ccccc1 (configuration not stated),-8,-2.0,-8,-1.0,4,-0.2,8,19,1.4
CCOc1ccc(C(=O)CN2CCN(S(=O)(=O)c3ccc(F)cc3)CC2)cc1,0,0.8,-3,0.9,-4,-2.2,4,3,-2.8
Cc1ccc(S(=O)(=O)N(C)C)cc1NC(=O)CCc1c[nH]c2ccccc12,-5,-2.9,-6,-0.9,6,-0.3,3,-5,.
CCOC(=O)c1c(S(=O)(=O)N(C)Cc2ccccc2)c(C)n(C)c1C,1,-0.9,2,-0.5,0,3.1,-3,7,0.2
COc1cc(NC(=O)c2c(OC)cccc2OC)ccc1NC(=O)c1cc2ccccc2o1,2,-1.4,-39,-2.4,5,-0.6,-9,20,-0.9
Cc1ccc(C(=O)C2=C(O)C(=O)N(Cc3cccnc3)C2c2ccc(Cl)c(Cl)c2)o1 (configuration not stated),5,-1.6,0,-1.3,.,1.7,.,23,-0.4
COc1ccc(N2CSC3=C(C#N)C(c4cc(OC)ccc4OC)CC(=O)N3C2)c(OC)c1 (configuration not stated),-6,-3.0,-2,2.3,.,-2.3,.,4,-0.7
C/C(=N\Nc1ccc([N+](=O)[O-])cc1)c1ccc2c(c1)OCO2,-9,-1.2,4,-1.2,-2,-0.6,-11,7,.
COC(=O)c1cc(OC)c(OC)cc1NC(=S)Nc1cccc(C(C)=O)c1,1,-1.1,-12,-0.9,16,3.1,-3,28,1.3
Cn1c(NCCCN2CCOCC2)nc2c1c(=O)n(Cc1ccc(Cl)c(Cl)c1)c(=O)n2C,2,3.1,-5,-0.9,2,0.6,2,3,14
Cc1ccc(SCc2cc(=O)[nH]c(/N=C(\N)Nc3cccc4ccccc34)n2)cc1,-1,-0.6,-1,-0.8,-3,-0.5,1,0,.
CCOC(=O)N1CCN(CC(=O)c2c(C)[nH]c3ccccc23)CC1,-1,-2.8,-10,-0.3,0,0.6,7,-2,-2.1
O=C(NCC(=O)N1CCCC1)NN=Cc1ccccc1O,7,-3.2,-2,-0.5,4,.,-10,.,.
CCC(=O)Nc1nnc(/C=C/c2ccc(OC)cc2)s1,-12,-4.8,?,?,2,0.2,-33,43*,.
CCN(C(=O)COC(=O)CSc1ccc(C(N)=O)cc1[N+](=O)[O-])C1CCCCC1,6,1.1,0,-1.3,-17,1.5,-4,14,7.9
CC1(C)OC(=O)N(c2ccccc2)C12C=Cc1c(ccc3ccccc13)O2 (configuration not stated),-1,-1.8,-1,-0.4,6,1.6,12,0,-0.4
CC(=O)Nc1ccc(S(=O)(=O)NCC(=O)OCC(=O)NC23CC4CC(CC(C4)C2)C3)cc1,6,-1.5,0,-0.2,2,-0.9,-1,5,-1.3
Cc1nc2nc(-c3ccccc3)[nH]n2c(=O)c1C,13,-1.8,1,0.2,-4,0.2,8,10,0.3

# An excerpt from above in order of molecular weight, highest first:
SMILES,FBA Mtb inh,FadD28 binding,BoNT-F LC inh,BoNT A protease,PrPC surface inh,Mtb UGM inh,CCHF vOTU inh,GDH-TPI inh,BioA inh
COc1ccc(N2CSC3=C(C#N)C(c4cc(OC)ccc4OC)CC(=O)N3C2)c(OC)c1 (configuration not stated),-6,-3.0,-2,2.3,.,-2.3,.,4,-0.7
Cc1ccc(S(=O)(=O)N(C)C)cc1NC(=O)CCc1c[nH]c2ccccc12,-5,-2.9,-6,-0.9,6,-0.3,3,-5,.
CCOC(=O)N1CCN(CC(=O)c2c(C)[nH]c3ccccc23)CC1,-1,-2.8,-10,-0.3,0,0.6,7,-2,-2.1
CCC(=O)Nc1nnc(/C=C/c2ccc(OC)cc2)s1,-12,-4.8,?,?,2,0.2,-33,43*,.

# (continued)
SMILES,FBA Mtb inh,FadD28 binding,BoNT-F LC inh,BoNT A protease,PrPC surface inh,Mtb UGM inh,CCHF vOTU inh,GDH-TPI inh,BioA inh
O=C(O)c1ccc(Oc2ccc([N+](=O)[O-])cc2)c([N+](=O)[O-])c1,2,-3.6,-9,0.3,-8,.,-11,11,-3.5
COc1ccc(C(C#N)(CCC#N)CCC#N)cc1OC,-6,-2.2,-1,-0.2,1,-0.4,5,-5,-1.5
O=C(Nc1nnc(-c2ccncc2)o1)c1ccc(Br)s1,-1,-4.8,0,-0.7,5,-1.8,17,8,.
Cc1cc(F)ccc1NCc1cc2c(cc1[N+](=O)[O-])OCO2,1,-1.5,-25,-0.8,2,-0.8,1,4,0.0
CCCC(=O)NNC(=O)Nc1ccccc1,-2,-3.6,1,0.0,.,-2.9,.,-11,-0.8
COc1ccc(C(C)NC(=O)C23CC4CC(CC(C4)C2)C3)cc1OC (configuration not stated),3,-2.2,8,4.0,2,-1.0,-7,-4,-0.9
CC1CCCCC1NC(=O)CSc1nncn1N (configuration not stated),0,1.3,-1,0.0,1,-0.7,-2,-3,.
O=C(CN1C2CCCC1CC(NC(=O)c1ccco1)C2)Nc1ccccc1C(F)(F)F (configuration not stated),-2,0.0,0,-1.4,1,0.3,-6,4,0.3
O=C(NC(=S)Nc1ccccc1Cl)c1ccco1,0,-4.4,3,-4.0,7,3.8,8,-2,0.9
CCOc1nc(N2CCOCC2)nc(N2CCOCC2)n1,-3,-5.7,-6,-2.8,-6,0.5,4,-3,0.6
COc1ccc(C(=O)NC(=S)Nc2ccc(CN3CCOCC3)cc2)cc1,3,-1.0,-3,0.1,13,-0.4,16,5,0.4
c1ccc(-c2c3ccccc3nc3[nH]c4ccccc4c23)cc1,31*,-4.8,-3,0.5,.,0.5,.,13,-1.6
CCOC(=O)c1sc(=S)n(-c2ccccc2)c1C,2,-0.8,8,0.7,3,-0.7,0,34*,-2.6
O=C1c2ccccc2C(=O)N1CCc1csc(-c2cccc(Cl)c2)n1,2,0.0,-8,1.9,-5,0.8,3,13,-1.2
COC(=O)c1c(C(=O)OC)c2cc(C(=O)c3ccccc3)ccn2c1Cl,3,-2.6,10,20,-12,2.4,7,13,1.4
Cc1ccc(C(=O)Cn2c(C(=O)/C=C/c3ccccc3)nc3ccccc32)cc1,1,-1.7,2,0.3,-2,-0.6,6,-1,-0.9
CCN(CC)c1ccc(NC(=O)Nc2ccc(C(C)=O)cc2)cc1,2,?,-88,0.3,10,-1.6,6,17,-0.4
CNCc1c(OCc2ccc(F)cc2)ccc2ccccc12,1,-0.3,-6,0.2,5,1.0,7,-2,0.7
CC1(C(=O)NCc2ccccc2Br)CCN1Cc1csc2ccccc12 (configuration not stated),0,-7.0,3,-0.6,-4,.,-1,-2,-1.4
O=C(CSc1nnnn1-c1cccc2ccccc12)Nc1ccc(C(=O)O)cc1,0,-0.6,?,-1.0,4,2.0,12,8,-2.7
COc1c(C)cc(C(=O)C2CCCN(C(=O)c3cc(C)nc(C)n3)C2)cc1C (configuration not stated),0,-1.4,3,-0.8,-2,-0.5,3,6,.
c1ccc2c(c1)ccc1ncccc12,6,1.0,3,0.4,8,1.2,14,7,-1.5
Cc1ccc(NC(=S)N2CCCN(Cc3ccc(F)cc3)C2)c(C)c1,2,-2.1,-8,2.1,-10,0.8,-10,14,-0.5
CC(=O)c1cccc(NC(=O)C2(C)Cc3c(-c4cccc(C(F)(F)F)c4)ccnc3O2)c1 (configuration not stated),-1,-2.0,1,-0.3,-9,.,33*,-3,1.2
CCOc1ccc(NC(=S)NC(=O)c2c(Cl)c(C)nn2C)c([N+](=O)[O-])c1,-1,-2.3,-5,0.1,-4,.,-16,5,-0.7
COc1cc(C)c(C)cc1S(=O)(=O)N1CCN(Cc2ccc3c(c2)OCO3)CC1,1,-1.9,4,-0.5,1,-0.6,26,6,0.0
O=C(O)c1ccc(COc2ccccc2Cl)cc1,-2,-2.2,-4,-0.8,0,1.7,-16,-2,-0.3
O=C(OCc1ccc(Br)cc1)c1cccc(S(=O)(=O)N2CCCC2)c1,-1,-1.9,-13,-0.2,7,1.4,5,1,.
O=C(CCS(=O)(=O)Cc1cccc(Cl)c1)NCCc1ccccc1,1,-1.7,-10,0.6,3,-2.9,4,0,-1.1
COc1ccc(C(=O)N2N=C(c3ccc(NS(C)(=O)=O)cc3)CC2c2cccs2)cc1 (configuration not stated),1,0.0,-2,4.7,-4,4.1,0,12,0.4
CCn1ccnc1CNC(=O)c1cc(COc2ccc(F)cc2F)on1,0,-2.7,0,0.2,-6,0.0,-6,-2,.
COc1ccc(CC(=O)Nc2ncc([N+](=O)[O-])s2)cc1OC,-5,1.9,1,1.2,-19,-1.3,18,8,0.4
CCN(CC(=O)Nc1ccc(OC)cc1)CC(=O)Nc1sc2c(c1C(=O)OC)CCCC2,-1,-2.1,-8,-1.9,-5,.,10,7,-0.1
CC(NC(=S)NC(=O)c1ccccc1Br)c1ccccc1 (configuration not stated),0,-5.6,?,-2.2,5,-0.4,-1,2,1.8
